Compound activity: PubChem, National Center for Advancing Translational Sciences (NCATS)
KDM5B inh = inhibitors of human KDM5B histone demethylase; Q9UGL1; KDM5B demethylase, FDH-coupled NADH fluorescence (FDH is formaldehyde dehydrogenase); Potency, µM (titrated, usually from 57.7 µM), without a hit: at the highest dose activity change, negative = inhibition, hits mostly inhibitors; 2.6% of 220,000 active; active means well fitted inhibition curve with a large enough effect; inconclusive means small, poorly fitted or top-dose-only effect; inactive means no such curve, though single readings can be large or run the other way; further: 0% is about no effect; nearly all actives have a fitted effect of over 70% in size
Target sequence (Q9UGL1 whole entry, looked up): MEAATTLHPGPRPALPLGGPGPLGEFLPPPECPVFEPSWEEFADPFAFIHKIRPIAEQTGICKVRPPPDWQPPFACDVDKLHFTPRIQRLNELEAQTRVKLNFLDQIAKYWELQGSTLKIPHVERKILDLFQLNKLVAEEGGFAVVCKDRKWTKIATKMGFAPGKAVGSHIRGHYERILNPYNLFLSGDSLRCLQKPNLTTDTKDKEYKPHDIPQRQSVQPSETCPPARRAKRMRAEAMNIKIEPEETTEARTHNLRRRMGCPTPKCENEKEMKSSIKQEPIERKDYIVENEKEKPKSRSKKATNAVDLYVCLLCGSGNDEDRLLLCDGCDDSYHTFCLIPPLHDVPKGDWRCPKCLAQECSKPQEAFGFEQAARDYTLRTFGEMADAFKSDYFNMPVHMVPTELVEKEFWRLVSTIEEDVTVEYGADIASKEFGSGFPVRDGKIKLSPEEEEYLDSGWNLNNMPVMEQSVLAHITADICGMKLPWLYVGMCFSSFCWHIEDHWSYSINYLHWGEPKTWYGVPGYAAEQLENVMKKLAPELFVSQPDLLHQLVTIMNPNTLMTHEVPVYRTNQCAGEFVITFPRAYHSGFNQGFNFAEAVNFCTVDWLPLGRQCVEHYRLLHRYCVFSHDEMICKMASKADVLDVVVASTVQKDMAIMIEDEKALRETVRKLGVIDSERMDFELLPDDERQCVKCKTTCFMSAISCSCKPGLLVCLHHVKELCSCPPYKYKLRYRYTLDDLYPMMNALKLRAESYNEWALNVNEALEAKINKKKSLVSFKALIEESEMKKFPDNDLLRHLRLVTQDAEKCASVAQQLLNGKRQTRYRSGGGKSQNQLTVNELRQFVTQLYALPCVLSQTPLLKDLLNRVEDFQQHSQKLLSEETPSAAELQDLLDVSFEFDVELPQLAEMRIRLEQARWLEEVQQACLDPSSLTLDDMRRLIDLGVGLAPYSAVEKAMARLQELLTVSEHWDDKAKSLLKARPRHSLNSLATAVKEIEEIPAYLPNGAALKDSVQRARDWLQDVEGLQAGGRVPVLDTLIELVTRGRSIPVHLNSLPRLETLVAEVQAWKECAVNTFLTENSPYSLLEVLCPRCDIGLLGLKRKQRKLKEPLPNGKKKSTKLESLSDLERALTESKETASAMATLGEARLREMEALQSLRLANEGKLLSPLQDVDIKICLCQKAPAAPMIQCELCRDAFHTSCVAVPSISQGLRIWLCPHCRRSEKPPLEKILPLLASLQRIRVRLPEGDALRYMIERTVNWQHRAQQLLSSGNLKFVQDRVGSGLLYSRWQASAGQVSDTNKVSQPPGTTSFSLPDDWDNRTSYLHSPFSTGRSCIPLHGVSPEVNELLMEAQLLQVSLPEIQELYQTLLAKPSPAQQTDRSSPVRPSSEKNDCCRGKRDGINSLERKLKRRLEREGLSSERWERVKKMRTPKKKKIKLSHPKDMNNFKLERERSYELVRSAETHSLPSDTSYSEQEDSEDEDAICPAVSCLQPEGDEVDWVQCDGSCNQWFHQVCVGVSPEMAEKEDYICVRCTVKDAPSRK
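Inhibition is measured as reduced NADH fluorescence generation from FDH coupling to formaldehyde release. Truncated KDM5BΔAP at 200 nM final acts on H3K4me3 peptide (12.5 µM in substrate mix) in pH 7.5 HEPES buffer with Tween-20, 30 min, room temperature.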
Numbers without * were called inactive; & = joins results of further samples; [ ] = another dose, or the depositor's remark. Potency means the concentration at half of the fitted maximal effect.

Results for CCOC(=O)c1ccc(NC(=O)c2c(NC(C)=O)sc3c2CCC(C)C3)cc1 (stereo not drawn) ?
KDM5B inh: inconclusive

What do the screens show for `Cc1ccc2c(CN3CCN(C(=O)c4ccc(Br)cc4)CC3)cc(=O)oc2c1`?
KDM5B inh: inconclusive

What do the screens show for `CCc1cccc2c(C(=O)C(Nc3cccc(CO)c3)c3ccccc3)c[nH]c12` (stereo not drawn)?
KDM5B inh: -20.6%

Results for O=C(N/N=C/c1ccc(Br)cc1)c1cccc(N/N=C/c2ccc(Br)cc2)c1 ?
KDM5B inh: 14.8%

Results for COc1ccc(CNC(=O)[C@@H]2Cc3nc[nH]c3CN2Cc2ccc(Cl)cc2)cc1 ?
KDM5B inh: inconclusive

Results for COc1cccc(CNC(=O)c2nn(C)c3c2CSc2ccccc2-3)c1 ?
KDM5B inh: inconclusive

What do the screens show for `CCOC(=O)c1cccc(NS(=O)(=O)c2c(C)nc3sc(C)cn3c2=O)c1`?
KDM5B inh: inconclusive

What do the screens show for `CCCCNC(=O)CSc1nc(-c2ccc(OC)cc2)cc(C(F)(F)F)n1`?
KDM5B inh: inconclusive

Results for CCn1cc(-c2ccc(C)cc2)cc1C(=O)NCc1cccnc1 ?
KDM5B inh: 1.2%

What do the screens show for `O=C(c1ccsc1)N1CCN(c2cc(C(F)(F)F)ncn2)CC1`?
KDM5B inh: -5.2%

Results for CNC(=O)[C@@H](C1CC1)N1CCC[C@H]1C(=O)NC(C)C ?
KDM5B inh: -9.4%[115 µM]

How did COc1ccc(-n2nc(C(=O)Nc3cccc(C)n3)c3c4ccccc4n(C)c3c2=O)cc1Cl do in these assays?
KDM5B inh: 12.1%

What do the screens show for `CCCC(=O)Nc1ccc2c(c1)nc1n2CCSC1`?
KDM5B inh: 3.9%

What do the screens show for `Cc1ccccc1-c1nc(C#N)c(NCC(C)C)o1`?
KDM5B inh: inconclusive

Results for CC(=O)Oc1c2ccccc2c(OC(C)=O)c2ccccc12 ?
KDM5B inh: inconclusive

Results for CN(Cc1ccccc1)C(=O)[C@H]1O[C@H](CCN2CCOCC2)CC[C@@H]1O ?
KDM5B inh: 30.0%[86.2 µM]

How did CC(C)c1ccc(C(=O)NNC(=O)c2ccncc2)cc1 do in these assays?
KDM5B inh: 8.5%

What do the screens show for `CCCCN1C(SCC(=O)Nc2cccc(C(C)=O)c2)=NS(=O)(=O)c2ccccc21`?
KDM5B inh: 9.6%

How did CCOc1ccc(NC(=O)c2cc(=O)c3ccc(C)c(C)c3o2)cc1 do in these assays?
KDM5B inh: 16.8%

What do the screens show for `CC(Oc1ccccc1)C(=O)Nc1ccc(C(=O)OCc2cc(=O)n3ccsc3n2)cc1` (stereo not drawn)?
KDM5B inh: inconclusive

Molecules above that have four or more nitrogen atoms, in the order listed:
Results for O=C(N/N=C/c1ccc(Br)cc1)c1cccc(N/N=C/c2ccc(Br)cc2)c1 ?
KDM5B inh: 14.8%

Results for COc1ccc(CNC(=O)[C@@H]2Cc3nc[nH]c3CN2Cc2ccc(Cl)cc2)cc1 ?
KDM5B inh: inconclusive

What do the screens show for `O=C(c1ccsc1)N1CCN(c2cc(C(F)(F)F)ncn2)CC1`?
KDM5B inh: -5.2%

How did COc1ccc(-n2nc(C(=O)Nc3cccc(C)n3)c3c4ccccc4n(C)c3c2=O)cc1Cl do in these assays?
KDM5B inh: 12.1%

Next entries follow.
How did CCc1cccc2c(C(CC(=O)NCc3ccco3)c3ccc(C)cc3)c[nH]c12 (stereo not drawn) do in these assays?
KDM5B inh: 28.2µM*

What do the screens show for `O=C1C[C@@H]2CCN(C(=O)c3ccccc3)C[C@@H]2CCN1CCc1cnc[nH]1`?
KDM5B inh: -13.5%[86.2 µM]

How did O=C(C1CCCC1)N(Cc1ccc2cc[nH]c2c1)C1CC1 do in these assays?
KDM5B inh: 5.8%

What do the screens show for `CCCNc1c(NC(=O)Nc2cc(OC)cc(OC)c2)c(=O)oc2ccccc12`?
KDM5B inh: 56.5%[activator]

Results for CCCNS(=O)(=O)c1cccc2cc(C)cnc12 ?
KDM5B inh: 9.0%

What do the screens show for `O=C(NCC(O)COc1cccc(C(F)(F)F)c1)C1CCC1` (stereo not drawn)?
KDM5B inh: 18.2%

How did Cc1cccc(C(=O)NCc2nnc(SCC(=O)NC(C)(C)C)n2-c2ccccc2)c1 do in these assays?
KDM5B inh: 1.0%

How did COc1ccc(CN2CCc3nc(C(=O)NCc4ccncc4)oc3CC2)cc1OC do in these assays?
KDM5B inh: -8.2%[86.2 µM]

How did CN1C(=O)C(CC(=O)NCCCN2CCc3ccccc3C2)=C2CCCCC21 (stereo not drawn) do in these assays?
KDM5B inh: inconclusive

Results for O=C(COc1ncnc2ccc(Br)cc12)Nc1ccc(F)cc1 ?
KDM5B inh: 13.4%

How did CCNC(=O)N(C1CC1)C1CCOC2(CCN(C(=O)c3nn(C)c4ccccc34)CC2)C1 (stereo not drawn) do in these assays?
KDM5B inh: 28.7%

How did Cc1cc(C(=O)OCC(=O)NC2(C#N)CCCCC2)c2ccccc2n1 do in these assays?
KDM5B inh: -20.4%

Results for CN1[C@@H](CCC(=O)NCc2ccc(F)cc2)CNC(=O)[C@@H]2[C@H]1CCN2Cc1nc2ccccc2n1C ?
KDM5B inh: inconclusive

How did COCCNC(=O)Cn1nc(C)c2sc(-c3ccccc3)nc2c1=O do in these assays?
KDM5B inh: 28.2µM*

Results for Cc1onc(-c2cnn(C)c2NCCc2ccccc2)c1C(=O)N1CCCC1 ?
KDM5B inh: -8.3%[86.2 µM]

How did CCCN1CCCC12Cc1ccccc1CN(C(=O)c1c(C)noc1C)C2 (stereo not drawn) do in these assays?
KDM5B inh: inconclusive

Results for CCC(C)NC(=O)c1ccccc1NS(=O)(=O)c1ccc(F)c(C(=O)O)c1 (stereo not drawn) ?
KDM5B inh: 15.2%

Results for CC1(C)[C@H](Cc2cc(CN3CCCCC3)on2)C[C@@H]1NS(C)(=O)=O ?
KDM5B inh: inconclusive

Results for CCOC(=O)COn1c(=O)c(-c2ccc(OCC)cc2)[n+]([O-])c2ccccc21 ?
KDM5B inh: -7.5%

Results for Cc1ccc(N(Cc2cccs2)C(=O)COc2cccc(C)c2)cc1 ?
KDM5B inh: 0.3%

What do the screens show for `Cc1cnc(NC(=O)CNC(=O)c2ccoc2)s1`?
KDM5B inh: -12.5%

Results for CC1CCc2c(sc3nc(-c4cc5cc(Br)ccc5oc4=O)[nH]c(=O)c23)C1 (stereo not drawn) ?
KDM5B inh: 7.6%

How did COCCCNC(=O)C1(C)CN(C)Cc2ccc(NCc3ccccc3)nc21 (stereo not drawn) do in these assays?
KDM5B inh: 31.6µM*

Results for O=C(COC(=O)c1n[nH]c(=O)c2ccccc12)Nc1ccccc1 ?
KDM5B inh: -6.8%

What do the screens show for `COc1ccc(Cc2nnc(Nc3cccc(C)c3)[nH]c2=O)cc1OC`?
KDM5B inh: 5.9%

How did Cc1ccc(NC(=O)c2ccco2)c(OCc2cc(=O)n3cc(C)sc3n2)c1 do in these assays?
KDM5B inh: 0.1%

How did CN(C(=O)Cc1cccc(C(F)(F)F)c1)c1nc2ccccc2o1 do in these assays?
KDM5B inh: 2.2%

How did Cc1ccc(-c2nnc3c4ccccc4c(C)nn23)cc1NC(=O)c1ccccc1Cl do in these assays?
KDM5B inh: 1.8%

How did O=C1C(N2CCN(S(=O)(=O)c3ccc(Cl)s3)CC2)CCN1Cc1ccccn1 (stereo not drawn) do in these assays?
KDM5B inh: -23.4%

Results for CC(=O)N1CCc2nc3sc(C(=O)c4ccc(F)cc4)c(N)c3c(C(F)(F)F)c2C1 ?
KDM5B inh: 4.0%

Results for CCOC(=O)c1oc2ccc(S(=O)(=O)n3nc(-c4cc(OC)c(OC)c(OC)c4)cc3N)cc2c1C ?
KDM5B inh: inconclusive

Results for O=C1CN(C(=O)COc2ccc(Cl)cc2Cl)C(c2ccc(F)cc2)c2cc(F)ccc2N1 (stereo not drawn) ?
KDM5B inh: -25.7%

How did COc1ccccc1NC(=O)/C(C#N)=C/c1coc2ccc(C)cc2c1=O do in these assays?
KDM5B inh: 12.3%

What do the screens show for `O=C(Nc1ccc(F)cc1)C1CC2CCCC(C1)C2=O` (stereo not drawn)?
KDM5B inh: -7.3%

How did Cc1ccc(N2CC(NC(=O)c3ccccc3Br)CC2=O)cc1 (stereo not drawn) do in these assays?
KDM5B inh: 2.5%

What do the screens show for `O=[S+]1([O-])NCC2(CCCN(Cc3ccc(Cl)cc3)C2)Oc2ncccc21` (stereo not drawn)?
KDM5B inh: 79.4µM*

What do the screens show for `COc1ccc(CNC(=O)Cn2ncn3nc(-c4cccs4)cc3c2=O)cc1`?
KDM5B inh: -12.0%

Results for Cc1ccc(CNC(=O)c2c(-c3ccc(F)cc3F)noc2C)o1 ?
KDM5B inh: -14.9%

What do the screens show for `Cc1cccc(C(=O)NCC2Cn3cccc3C(=O)N2C)c1` (stereo not drawn)?
KDM5B inh: 17.7%

What do the screens show for `Cc1nc2scc(CC(=O)N3CCCC3)n2c(=O)c1-c1cc(C)n(-c2ccc(F)cc2)n1`?
KDM5B inh: inconclusive

What do the screens show for `CC(C)=CCN1CC2(CCN(C(=O)c3cc(=O)[nH]c(=O)[nH]3)CC2)CC1=O`?
KDM5B inh: -25.9%

Results for O=C(Nc1ccccc1O)c1csc(NC2CC2)n1 ?
KDM5B inh: inconclusive

Results for Cc1ccc(CNC(=O)COC(=O)c2ccc3c(c2)NC(=O)CS3)cc1 ?
KDM5B inh: 15.7%

What do the screens show for `Cc1sc2nc(NCCO)n3nc(-c4ccco4)nc3c2c1C`?
KDM5B inh: inconclusive

How did CCOc1ccccc1C(=O)N1CC(c2nnc(-c3ccncc3)o2)C2(CCOCC2)C1 (stereo not drawn) do in these assays?
KDM5B inh: -1.4%

What do the screens show for `Cc1cc(Cl)ccc1NC(=O)CN(c1ccccc1Br)S(C)(=O)=O`?
KDM5B inh: -6.3%

How did O=C(O)C[C@@H]1CCN(C(=O)C2CCCCC2)C[C@@H]1CCN1CCOCC1 do in these assays?
KDM5B inh: -10.6%[86.2 µM]

How did O=C(CCOc1ccccc1Cl)N1CCC(c2nnc3n2CCC3)CC1 do in these assays?
KDM5B inh: -10.6%

Results for O=C(C1COc2cc(S(=O)(=O)Nc3ccc(Cl)cc3)ccc2O1)N1CCCC1 (stereo not drawn) ?
KDM5B inh: -5.6%

What do the screens show for `O=C(NC1CCCC1)N1CCCC(Cn2c(C3CC3)nc3cccnc32)C1` (stereo not drawn)?
KDM5B inh: -0.5%

How did Clc1ccc(Cn2ccnc2-c2cc3n(n2)CCCNC3)cc1Cl do in these assays?
KDM5B inh: inconclusive

How did CC(=O)Nc1ccc(/C(C)=N\OCC(=O)NC(C)C(C)C)cc1 (stereo not drawn) do in these assays?
KDM5B inh: 4.5%

What do the screens show for `C[S+](=O)([O-])N1CC2(Cc3ccccc3N(C(=O)Cc3ccc(F)cc3)C2)C1`?
KDM5B inh: 3.9%

What do the screens show for `CCc1cc(=O)oc2cc(OS(=O)(=O)c3sc(C(=O)OC)c(C)c3C(=O)OC)ccc12`?
KDM5B inh: inconclusive

What do the screens show for `CC(C)CCN1CCn2c(nn(-c3ccc([N+](=O)[O-])cc3)c2=O)C1`?
KDM5B inh: inconclusive

Results for CCOc1ccc(C2=CC(c3cc(Br)ccc3F)n3ncnc3N2)cc1Cl (stereo not drawn) ?
KDM5B inh: inconclusive

What do the screens show for `O=C(NC(=O)c1ccccc1O)c1ccc(C(F)(F)F)cc1`?
KDM5B inh: 17.0%

What do the screens show for `CC(Sc1nnc(C2CC2)n1C)C(=O)Nc1ccnn1C(C)C` (stereo not drawn)?
KDM5B inh: -28.1%

Results for COc1ccc(NC(=O)NNC(=O)c2cc(C3CC3)nc3ccccc23)c(OC)c1 ?
KDM5B inh: -0.9%

Results for Cc1nn(-c2cccc(Br)c2)c(C)c1[C@@H]1C=C[C@@H](NS(=O)(=O)c2ccccc2)C1 ?
KDM5B inh: inconclusive

Brought forward from above: 5 entries; new compounds follow.
Results for CCOc1ccc(C2=CC(c3cc(Br)ccc3F)n3ncnc3N2)cc1Cl (stereo not drawn) ?
KDM5B inh: inconclusive

What do the screens show for `O=C(NC(=O)c1ccccc1O)c1ccc(C(F)(F)F)cc1`?
KDM5B inh: 17.0%

What do the screens show for `CC(Sc1nnc(C2CC2)n1C)C(=O)Nc1ccnn1C(C)C` (stereo not drawn)?
KDM5B inh: -28.1%

Results for COc1ccc(NC(=O)NNC(=O)c2cc(C3CC3)nc3ccccc23)c(OC)c1 ?
KDM5B inh: -0.9%

Results for Cc1nn(-c2cccc(Br)c2)c(C)c1[C@@H]1C=C[C@@H](NS(=O)(=O)c2ccccc2)C1 ?
KDM5B inh: inconclusive

What do the screens show for `COc1cccc(-c2nc3c(C#N)c[nH]n3c2NC2CCCC2)c1OC`?
KDM5B inh: inconclusive

How did CC(=O)N(CCC1(C(C)C)CCOC(C)(C)C1)C(C)c1cccs1 (stereo not drawn) do in these assays?
KDM5B inh: 8.9%

Results for Cc1cccc(CN2CCN(CC(=O)NCc3ccc(Cl)cc3)C2=O)c1 ?
KDM5B inh: -12.2%

Results for Cc1ccc(NC(=O)N2CCc3cc(S(=O)(=O)N4CCC(C)CC4)ccc32)cc1C ?
KDM5B inh: -2.3%

What do the screens show for `Cc1cccc(CC(=O)N2CCC(Nc3cccn4ncnc34)CC2)c1`?
KDM5B inh: inconclusive

What do the screens show for `COc1ccc(Cl)cc1C(=O)NC1CCN(c2cc(-c3cccs3)[nH]n2)CC1`?
KDM5B inh: -31.3%

Results for Cc1cc(C(=O)Nc2cccc(I)c2)c(C)o1 ?
KDM5B inh: -33.0%

How did CN(Cc1cccnc1)C(=O)c1nccnc1N do in these assays?
KDM5B inh: -25.6%

Results for COc1ccccc1/C=C/C(=O)c1cc(F)ccc1OC(=O)c1ccccc1 ?
KDM5B inh: -15.8%

Results for Cc1ccc2c(=O)cc(C(=O)Nc3nnc(CC(C)C)s3)oc2c1C ?
KDM5B inh: 11.7%&-2.7%

An excerpt. The share of hits here may be higher or lower than overall.
